Assay outcomes (PubChem)
Peg3 prom inh: reduces Peg3 promoter-driven luciferase expression in HeLa; inhibition, % at 20 µM; hit rate 1.7% among 360,000; HeLa PEG-Prom luciferase reporter, luminescence, overnight;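 active = inhibition of at least 50% at 20 µM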
aDG glyco act: alpha-DG glycosylation activation; Pro5-aDG cells, alpha-DG glycosylation AlphaScreen (IIH6); 0% Pro5, 100% B10-LARGE cell signal; activation, % at 10 µM; hit rate 0.22% among 360,000;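 active = activation of at least 8% versus controls, or a plate z-score of at least 8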;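 note: Pro5 are CHO cells carrying HIG-tagged alpha-DG that lacks glycosylation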
HIF-2a block: blocks HIF-2a reporter activity | 786-0 RCC cells HIF-2a reporter, luciferase luminescence, overnight | inhibition, % at 18.8 µM | hit rate 0.72% among 360,000 | AID 624352;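 active = inhibition of the luminescence signal of 40% or more relative to plate controls, in a single-dose primary screen at 18.75 µM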
NR2E3 ag-1: human photoreceptor-specific nuclear receptor agonism | Q9Y5X4 | AID 602229 | hit rate 0.35% among 360,000 | CHO-S Gal4-NCOR/VP16-NR2E3 two-hybrid, luciferase | inhibition of corepressor binding, % at 3.98 µM;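 active = inhibition above the mean of all tested compounds plus 3 SD, cut at about 70% in these data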;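 note: 0% = DMSO with NR2E3 transfected cells and 100% = cells lacking NR2E3 construct; higher means lower luciferase signal from less NR2E3 corepressor binding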
Target sequence (Q9Y5X4 whole entry, looked up, the tested form may be a part): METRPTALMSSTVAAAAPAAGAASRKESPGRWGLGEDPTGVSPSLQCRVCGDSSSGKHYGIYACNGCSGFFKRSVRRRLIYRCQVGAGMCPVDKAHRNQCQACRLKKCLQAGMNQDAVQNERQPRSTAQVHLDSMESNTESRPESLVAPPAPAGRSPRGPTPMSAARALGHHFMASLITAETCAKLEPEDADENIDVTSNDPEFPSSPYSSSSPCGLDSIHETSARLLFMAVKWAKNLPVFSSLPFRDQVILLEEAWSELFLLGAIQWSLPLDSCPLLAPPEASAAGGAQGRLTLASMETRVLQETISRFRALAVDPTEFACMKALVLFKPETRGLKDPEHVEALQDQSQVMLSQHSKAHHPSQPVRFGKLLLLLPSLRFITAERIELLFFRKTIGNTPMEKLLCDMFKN
TRPM1 prom inh: inhibitors of MITF-driven TRPM1 promoter in melanoma cells; AID 488899; hit rate 0.83% among 330,000; inhibition, % at 12.5 µM; SK-MEL-5 TRPM1 promoter luciferase, 24 h;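 active = mean inhibition across replicates of 60% or more, whatever share of single replicates reaches that level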; note: values of inactives mirror those of a sister screen read the other way
iPSC survival up: enhancers of human iPSC single-cell survival | hiPSC single-cell survival, ATPlite luminescence; 100% = ROCK inhibitor wells, 0% = DMSO | survival enhancement, % at 20 µM | hit rate 0.044% among 360,000; in the data active = survival enhancement above about 18%;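 note: cells exposed to compounds for 16 hours before the ATP read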
Exocytosis inh: blocks lytic granule exocytosis; inhibition, % at 10 µM; AID 651702; TALL-104 LAMP-1 surface exposure, flow cytometry; cells stimulated with thapsigargin and PMA; hit rate 0.66% among 360,000;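 active = inhibition above about 55%, limit read from the data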
PDI turbidity: inhibitors of human protein disulfide isomerase | P07237 | hit rate 0.052% among 350,000 | inhibition, % at 10 µM | PDI insulin aggregation turbidity, A650, 90 min;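 active = mean inhibition across replicates of 30% or more, whatever share of single replicates reach that level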;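 note: absorbance from insulin aggregation driven by PDI reduction with DTT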
Target sequence (P07237 whole entry, looked up): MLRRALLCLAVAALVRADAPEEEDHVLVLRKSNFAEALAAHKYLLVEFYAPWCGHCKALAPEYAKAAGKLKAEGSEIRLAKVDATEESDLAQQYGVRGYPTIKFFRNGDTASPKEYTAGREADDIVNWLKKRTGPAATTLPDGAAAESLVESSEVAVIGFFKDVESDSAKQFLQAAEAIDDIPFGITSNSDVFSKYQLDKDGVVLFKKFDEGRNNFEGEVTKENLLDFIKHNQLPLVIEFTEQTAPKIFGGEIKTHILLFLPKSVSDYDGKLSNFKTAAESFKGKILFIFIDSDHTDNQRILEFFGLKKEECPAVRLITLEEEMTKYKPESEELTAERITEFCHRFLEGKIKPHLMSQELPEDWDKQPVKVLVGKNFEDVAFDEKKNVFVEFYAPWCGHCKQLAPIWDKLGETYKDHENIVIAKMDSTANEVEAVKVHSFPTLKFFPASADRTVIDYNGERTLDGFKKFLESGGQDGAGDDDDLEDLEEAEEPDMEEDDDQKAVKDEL
Vif imaging: blocks HIV Vif function. HEK293T cells, Vif self-association by quenched fluorescence, imaging, 24 h. inhibition, % at 7.49 µM. hit rate 0.35% among 340,000; in the data active = inhibition above about 50%, passing the limit was not always enough; note: some results filed as inactive read as strong as hits
CaV13 FRET inh: Disruptors of the CACNA1D IQ motif to Ca2+-dependent inactivation inhibitor domain association, primary screening, Förster resonance energy transfer in intact living … | HEK cells, CFP/YFP FRET ICDI-IQ, plate reader, 10 min; percent FRET-ratio fall versus neutral wells | inhibition, % at 12.3 µM | hit rate 0.098% among 340,000;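 active = mean replicate inhibition of at least 30% and at least 1% of replicates passing that level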;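 note: 0% = median of the neutral control wells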
NR2E3 ag-2: activates human photoreceptor nuclear receptor NR2E3; hit rate 0.12% among 320,000; AID 2300; Q9Y5X4; inhibition of corepressor binding, % at 4.78 µM; GST-NR2E3/biotin-RetCOR TR-FRET, 1536-well;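 active = percent inhibition above the cutoff of mean plus 3 SD of all tested compounds, set per screening campaign, cut at about 20% in these data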;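 note: 0% = DMSO wells and 100% = biotin wells as full block of FRET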
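Test system: GST-NR2E3 and biotin-RetCOR proteins | Quantity: 1.35 nM GST-tagged NR2E3 final | Medium: Tris pH 7.5 | Also added: 7 nM biotin-RetCOR | Dosing: Compound at 4.8 µM, single dose | Timing: 5 h at 4 °C | Detection: Time-resolved FRET | Read-out basis: Percent inhibition | Benchmarks: Biotin wells as high control, 0.6% DMSO wells as low control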
* = called active by the depositor; x = not tested or not shown.

SMILES	Peg3 prom inh	aDG glyco act	HIF-2a block	NR2E3 ag-1	TRPM1 prom inh	iPSC survival up	Exocytosis inh	PDI turbidity	Vif imaging	CaV13 FRET inh	NR2E3 ag-2
CCCNC(=O)CCCCn1c(=S)[nH]c2c([nH]c3ccc(OC)cc32)c1=O	36	-0.2	14	-32	9	-0.2	-2	1	-26	-2	-2
C[C@]1(C(=O)NCc2cc(F)cc(C(F)(F)F)c2)C=C[C@@H](Cc2ccccc2)N1C(=O)c1ccccc1	8	-0.1	-3	-24	x	0.4	5	7	-1	-11	1
Cc1ccc(CNS(=O)(=O)c2cc3c4c(c2)C(C)C(=O)N4CCC3)cc1 (configuration not stated)	-2	0.2	13	-15	1	-0.4	-1	-28	-2	-13	4
CC1(C(=O)NCC2CCOCC2)Cc2c(-c3cccc(C(N)=O)c3)ccnc2O1 (configuration not stated)	8	-0.1	13	-9	x	-2.8	-7	6	-1	-1	x
CC1=CC2=NC(=O)/C(=C/c3cccs3)C(=N)N2O1	3	0.1	6	13	-13	0.0	-3	11	-3	-3	-1
Cc1ccc2oc(=O)n(Cc3ccc(F)cc3)c2c1	24	0.0	5	-28	8	-0.6	-1	-2	-3	x	2
COC(=O)c1c(NC(=O)C(C)C)sc(C(=O)N2CCOCC2)c1C	9	-0.1	10	-13	10	-0.6	-6	7	1	-4	-4
Cc1ccc2nc(C3CCCCC3)c(Cc3cccc(F)c3)n2c1	-1	-0.1	-28	-30	x	0.3	-6	x	14	-6	x
COC(=O)[C@@]1(C)[C@H]2C(=O)N(Cc3ccccc3)C(=O)[C@H]2[C@H]2CN=C(SCc3ccc(C#N)cc3)N21	4	5.6*	10	-11	-4	0.8	-3	7	-6	-5	x
CC(C)[C@@H](C(=O)N1CCNCC1)n1cc(CCO)nn1	-15	0.5	3	-15	-1	-0.6	4	-2	-5	-11	2
O=C(COc1ccc(Cl)cc1)NNC(=O)c1ccc2c(=O)n3c(nc2c1)CCC3	-1	-0.2	3	-26	2	-0.6	8	-3	5	-5	4
CCOC(=O)C1CCCN(C(=O)c2ccc(F)c(Cl)c2)CC1 (configuration not stated)	1	-0.5	5	17	x	6.2	-2	3	-8	-11	x
O=C(Nc1ccc(N2CCOCC2)c(Cl)c1)c1ccc(Cl)cc1	-99	0.0	-196	-46	-64	0.6	-3	-3	1	-3	-1
Cc1ccc(-c2nn[nH]n2)o1	-3	-0.2	16	-13	2	-1.6	4	10	-13	-3	0
Cc1ccc(-c2nnc(N(C)C(=O)c3cccnc3)s2)cn1	-54	-0.1	-56	0	-19	-0.6	-1	-4	5	x	1
Cc1ccccc1CN1CCN(CC(=O)NCc2ccccc2)C1=O	11	0.2	21	-2	-6	-0.9	-1	-2	x	-6	1
O=C1NC(c2ccccc2)Oc2ccccc21 (configuration not stated)	-3	0.0	10	7	7	0.8	1	-4	4	4	x
CC(C)NC(=O)COC(=O)c1cncc(Br)c1	-5	-0.2	4	-29	7	-1.9	-2	4	-4	-12	0
CC(C)(C)NC(=O)C1c2ccccc2OCC(=O)N1CCc1ccccc1 (configuration not stated)	x	0.0	21	5	x	-0.7	-9	x	x	-2	x
CCCc1ccc(S(=O)(=O)N2CCN(C(=O)CN3C(=O)NC(C)(C4CC4)C3=O)CC2)cc1 (configuration not stated)	1	-0.3	8	12	x	1.7	-3	-24	x	-12	x
O=C(NCC1CCCO1)C(=O)NCC(c1ccco1)N1CCN(c2ccccc2)CC1 (configuration not stated)	14	0.4	16	7	-4	0.7	-4	-4	-13	-4	3
c1ccc(Cn2ncc3c(N4CCN(c5ccccc5)CC4)ncnc32)cc1	35	-0.6	-19	7	x	2.8	-2	-3	x	-5	x
Cc1cc(C)c(C(=O)C(C)OC(=O)C2=COCCO2)cc1C (configuration not stated)	10	0.4	-11	-11	-17	-0.5	-1	3	-3	x	3
Cc1[nH]n(-c2ccccc2)c(=O)c1C(c1ccc(O)c([N+](=O)[O-])c1)c1c(C)[nH]n(-c2ccccc2)c1=O	5	0.2	14	-20	4	2.2	4	-4	-10	-4	-2
CC1O[C@@H](OC2C(O)C(O)C(CO)O[C@H]2OC2C[C@]3(C)C(CC(O)C4[C@@H]([C@]5(C)CC[C@@H](C(C)(C)O)O5)CC[C@]43C)[C@@]3(C)CCC(O)C(C)(C)C23)C(O)C(O)C1O (some centres not stated)	4	0.2	13	8	2	-0.7	-5	-2	-4	-4	x
COc1ccc2[nH]c3c(=O)n(CCCCCC(=O)NCCC(C)C)c(=S)[nH]c3c2c1	10	-0.1	20	-16	-4	2.5	2	-10	5	-4	1
CC(C)CN(CCNC(=O)CC1Oc2ccccc2NC1=O)CC(C)C (configuration not stated)	3	0.0	4	21	-1	0.5	-3	0	7	24	3
Cc1ccc(C2=C(O)c3ccccc3C(=O)C2=O)cc1	2	0.1	1	-30	5	-0.4	16	-6	-4	-4	-6
CC1=C(C(=O)Nc2ccc(C)cc2C)C(c2ccc(C)o2)NC(=O)N1 (configuration not stated)	9	0.1	9	7	13	0.4	0	15	2	-8	4
CC1=NC(C)(C)Cc2cc(C)c(C)cc21	16	0.0	24	-18	1	3.6	0	-9	-1	-2	-3
C#CCN(C[C@H]1[C@H](OC(=O)NCc2ccccc2F)[C@H](OC(=O)NCc2ccccc2F)C[C@@H](C(=O)OC)[C@H]1C(=O)OC)S(=O)(=O)c1ccc(C)cc1	6	0.4	-2	-18	x	1.0	-4	0	-5	-7	x
Cc1cc(Cl)ccc1C(O)c1ncc(-c2ccccc2C(F)(F)F)[nH]1 (configuration not stated)	4	0.0	10	4	x	-2.4	2	20	7	-10	x
O=C(OCc1c(F)cccc1Cl)c1cccc(S(=O)(=O)N2CCOCC2)c1	12	0.0	21	-9	9	-2.0	2	-4	-6	-3	1
COc1ccc(C2Nc3ccccc3C(=O)N2O)cc1OC (configuration not stated)	-27	-0.1	-92	-32	-10	5.5	2	14	25	x	1
CC(C)OC(=O)[C@H]1[C@H](c2ccc(Cl)cc2)[C@@](C#N)(C(N)=O)[C@@H]2C=CC(C(N)=O)=CN21	1	0.0	15	4	-3	2.1	-2	4	5	x	x
Cn1c(CC(O)c2nc3ccccc3n2C)nc2ccccc21 (configuration not stated)	-23	0.0	-56	-20	x	-1.7	2	-3	1	-18	x
COc1ccccc1/C=N/NC(=O)C(=O)Nc1ccccc1OC(F)(F)C(F)F	4	-0.2	8	-3	-7	1.6	-7	-7	6	-4	1
CC(C)CCNC(=O)c1cc(S(=O)(=O)N2CCCCC2)ccc1N1CCOCC1	-8	0.1	18	-26	-7	-0.1	1	-4	-1	-4	3
O=C(N/N=C/c1ccc[nH]1)c1cc(-c2cccs2)nc2ccccc12	2	-0.5	-1	-11	3	-0.3	5	6	20	-2	-1
CCCC(=O)Nc1cc(C(=O)O)ccc1S(=O)(=O)c1ccc(C)cc1	6	-0.1	8	-13	4	-2.1	-1	-15	-4	-5	3
CCOC(=O)C1(CC2CCCCO2)CCN(Cc2ccc(OC)cc2F)CC1 (configuration not stated)	9	0.6	18	-26	10	3.1	-2	1	-10	-12	5
O=c1oc2ccccc2c(N2CCCCC2)c1[N+](=O)[O-]	3	-0.3	20	-16	43	0.3	-2	-8	-3	-5	-2
O=C(C1CC1)N1CCN(c2nc3ccccc3s2)CC1	-230	0.0	-196	-88	-89	-1.6	3	-7	-3	-5	-1
COCCCNS(=O)(=O)c1ccc2c3c(cccc13)C(=O)S2	-9	0.0	-5	-10	-3	1.2	-3	8	-8	x	0
COc1cccc(N2CCN(C(=O)CNC(=O)c3sc4ccccc4c3Cl)CC2)c1	-44	-0.3	-20	-33	-2	-0.1	1	6	3	-5	-7
Cc1ccc(C(=O)OCC(=O)NC(=O)Cc2ccccc2)c(O)c1	6	0.4	0	-10	12	0.4	-2	-3	12	-2	-1
Cc1cc(Br)cc(C)c1NC(=O)c1ccccc1[N+](=O)[O-]	16	0.2	12	3	7	-0.6	-2	5	-12	-2	4
CC1=C(C(=O)N2CCOCC2)C(c2cc(C)cs2)NC(=O)N1 (configuration not stated)	0	0.0	5	-15	10	0.8	-1	-1	9	-3	-1
O=C(N(c1ccccc1)c1ccccc1)n1ccnc1	15	0.1	20	-21	10	-0.4	1	-7	1	-8	-1
CCOC(=O)C1=C(c2ccccc2)N=C2SCC(=O)N2C1c1ccc(OCC)c(OCC)c1 (configuration not stated)	16	-0.1	5	-17	-1	5.4	-3	4	x	x	3
C/C(=N/Nc1ccccc1C(=O)O)c1cccs1	-163	-0.1	-220	-143	-22	3.7	6	-37	10	-5	3
Cc1ccc(C(=O)OCC(=O)c2cc(C)n(CC3CCCO3)c2C)cc1 (configuration not stated)	-262	0.1	-92	-26	-61	0.5	-2	4	-6	-2	-3
Cc1cc(NC(=O)C(C)Oc2ccc(Cl)cc2Cl)n(-c2ccccc2)n1 (configuration not stated)	20	0.1	18	-13	3	0.3	3	-4	-6	-4	0
CCCOc1ccc(N2CC(C(=O)Nc3ccccc3OC)CC2=O)cc1 (configuration not stated)	0	-0.1	-1	-10	-3	-1.0	-1	x	8	-2	0
CCc1cc(C(=O)NCCN(C)C)cs1	-3	0.1	-27	-10	11	0.5	-1	-6	-6	-7	-2
CCCS(=O)(=O)N1CCCC(C(=O)NCC2CCCO2)C1 (configuration not stated)	2	0.1	4	-37	-7	-2.4	6	13	-15	-5	0
N#C/C(=N\Nc1ccc(S(=O)(=O)N2CCc3ccccc32)cc1)C(N)=S	43	-0.8	32	26	17	0.6	1	11	-13	-5	5
Oc1ccccc1CC=NC1CCCCC1	-1	-0.1	-1	17	0	8.6	-2	3	-7	-6	x
CCOC(=O)c1ccc(NC(=O)CSc2nnc(CNc3ccc(OC)cc3)n2C)cc1	-18	-0.2	-9	-14	-14	-0.1	6	4	-6	-4	3
CCNC(=O)C(=O)NCC(c1cccs1)S(=O)(=O)c1ccc(C)cc1 (configuration not stated)	3	0.1	5	2	1	0.2	-4	-3	-6	-16	4

One compound at a time, from the list above. Order of screens: Peg3 prom inh	aDG glyco act	HIF-2a block	NR2E3 ag-1	TRPM1 prom inh	iPSC survival up	Exocytosis inh	PDI turbidity	Vif imaging	CaV13 FRET inh	NR2E3 ag-2
Record of `CCc1cc(C(=O)NCCN(C)C)cs1` = -3	0.1	-27	-10	11	0.5	-1	-6	-6	-7	-2
Record of `Cc1cc(NC(=O)C(C)Oc2ccc(Cl)cc2Cl)n(-c2ccccc2)n1` (configuration not stated) = 20	0.1	18	-13	3	0.3	3	-4	-6	-4	0

Sorted by the number under PDI turbidity (ascending): some entries from above
| smiles | PDI turbidity |
| --- | --- |
| COc1ccccc1/C=N/NC(=O)C(=O)Nc1ccccc1OC(F)(F)C(F)F | -7 |
| Cc1ccc(-c2nnc(N(C)C(=O)c3cccnc3)s2)cn1 | -4 |
| CCOC(=O)C1(CC2CCCCO2)CCN(Cc2ccc(OC)cc2F)CC1 (configuration not stated) | 1 |
| COc1ccc(C2Nc3ccccc3C(=O)N2O)cc1OC (configuration not stated) | 14 |

Not a hit list; any-hit rate near 3.5%.
